From PubChem
BCR signal inh: blocks chronic active B-cell receptor signaling | AID 493014 | Potency, µM (series often up to 46.1 µM), for inactives: at the top dose ratio change, negative = lower green/red ratio, actives largely listed as inhibitors | actives 0.05% (n = 340,000) | ABC-DLBCL IkBa-CBG/CBR reporter, luminescence ratio, 4 h; active means well fitted inhibition curve with a large enough effect in the signal ratio, with a control signal flat, not every such curve was filed as active; inconclusive means small, poorly fitted or top-dose-only effect, or effect the other way, or a change in a side signal; the % refers to the signal ratio;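 further: potency means the concentration at half of the fitted maximal effect; plate controls were basal doxycycline-induced cells for no effect and cells given 10 µM MG132 for full effect; MG132 reads +100%, hits lower the ratio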
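TMD8 ABC-DLBCL cells carrying doxycycline-inducible green luciferase fused to IkappaBalpha plus unfused red luciferase were exposed to compounds (up to 46 uM) for 4 hrs at 37C. Activity came from the overlap-corrected green/red luminescence ratio.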
S-ASM inh: blocks human secretory acid sphingomyelinase. P17405. placental ASM, HMU-PC fluorogenic substrate, 60 min. Potency, µM (titrated, usually from 57.5 µM), for inactives: top-dose activity change, negative = inhibition, usual class: inhibitors. actives 0.006% (n = 340,000); further: potency means the concentration at half of the fitted maximal effect
Target sequence (P17405 47-631 limits assumed): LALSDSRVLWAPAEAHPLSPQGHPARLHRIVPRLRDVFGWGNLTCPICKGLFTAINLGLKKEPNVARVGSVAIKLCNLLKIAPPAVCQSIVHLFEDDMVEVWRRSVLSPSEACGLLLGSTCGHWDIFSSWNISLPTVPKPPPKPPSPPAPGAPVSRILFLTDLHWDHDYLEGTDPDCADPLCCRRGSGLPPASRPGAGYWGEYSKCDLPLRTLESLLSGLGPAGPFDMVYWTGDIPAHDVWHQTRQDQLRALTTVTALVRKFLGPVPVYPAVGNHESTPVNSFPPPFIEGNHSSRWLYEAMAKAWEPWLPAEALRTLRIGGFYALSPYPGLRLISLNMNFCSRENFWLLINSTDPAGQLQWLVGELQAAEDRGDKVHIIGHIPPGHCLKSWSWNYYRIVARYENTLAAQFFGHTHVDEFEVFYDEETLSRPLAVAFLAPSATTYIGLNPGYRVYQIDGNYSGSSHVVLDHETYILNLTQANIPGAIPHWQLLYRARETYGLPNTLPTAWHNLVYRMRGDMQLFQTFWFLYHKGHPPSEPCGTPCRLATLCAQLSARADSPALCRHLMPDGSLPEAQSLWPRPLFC
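HMU-PC0 cleavage (9 uM final) by human placental ASM, 60 min at 37 °C following 10 min compound exposure at RT; stopped at pH 10, fluorescence Ex 386/Em 447 nm.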
TSG101-PTAP inh: blocks PTAP/TSG101 interaction to inhibit HIV-1 budding; Q99816; Fluorescence polarization, FITC-PTAP peptide / Tsg101 binding; Potency, µM (top dose mostly 115 µM), without a hit: top-dose activity change, negative = inhibition, usual class: inhibitors; 340,000 tested, under 10 active; active means well fitted inhibition curve with a large enough effect in the main read-out, with a control signal flat, not every such curve was filed as active; inconclusive means small, poorly fitted or top-dose-only effect, or effect the other way, or a change in a side signal; inactive means no such curve, though single readings can be large or run the other way; further: potency means the concentration at half of the fitted maximal effect; % of control where 0% means no effect
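Tsg101 binding domain (10 uM final) was mixed with compound and a FITC-labeled PTAP peptide (50 nM final) in HEPES pH 7.5 buffer with NaCl, Tween 20, EDTA and TCEP; fluorescence polarization was read after 20 min at r.t.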
a7 integrin act: activates integrin-mediated alleviation for muscular dystrophy; alpha7betagal myoblasts, beta-gal FDG fluorescence, 48 h; Potency, µM (top dose mostly 38.3 µM), without a hit: top-dose activation, usual class: activators; actives 0.064% (n = 350,000);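 further: potency means the concentration at half of the fitted maximal effect; 100% = response of the positive control SU9516; nearly all actives have a fitted effect of over 60% in size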
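alpha7betagal+/- myoblasts (passage 13, 250/well) treated 48 h at 37C with compounds at 1:260 dilution of DMSO stock. Lysed, then beta-galactosidase activity read as FDG fluorescence (ex 480/em 540) after 30 min, with pre-read for autofluorescence.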
Giardia killer: Giardia lamblia killing | Giardia lamblia trophozoite viability | activity change, % at 7.66 µM, hits read low | actives 0.15% (n = 340,000) | AID 540267; in the data active means activity change below about -80%; inconclusive means between about -30% and that limit;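 further: parasites exposed to compound for two days anaerobically before the ATP read; on the % scale 0 is the no-effect control and ±100 the full control effect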
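Viability, read as ATP luminescence: trophozoites at 100 cells/well, compound added, 48 hrs anaerobic at 37 deg C, then 15-30 min room-temperature development before reading.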
Menin-MLL TR inh: displaces Texas Red mutant MLL peptide from human menin; Menin + Texas Red MLL mutant peptide, fluorescence polarization; O00255; actives 0.23% (n = 270,000); Potency, µM (highest dose often 61.6 µM), for inactives: at the top dose FP activity change, negative = inhibition, hits mostly inhibitors; active means well fitted inhibition curve with a large enough effect in the polarisation, with a control signal flat, not every such curve was filed as active; inconclusive means small, poorly fitted or top-dose-only effect, or effect the other way, or a change in a side signal; inactive means no such curve, though single readings can be large or run the other way; the % refers to the polarisation; further: potency means the concentration at half of the fitted maximal effect; % of control where 0% means no effect; many of its hits are not listed in these tables
PKM2 act: PKM2 (human) enzyme activation; purified PKM2, Kinase-Glo ATP luminescence, activation; response scale: 0% is enzyme alone, no compound; actives 0.34% (n = 260,000); P14618; Potency, µM (doses to about 57.5 µM), for inactives: top-dose activation, actives largely listed as activators; further: potency means the concentration at half of the fitted maximal effect; on the % scale 0 is the no-effect control and ±100 the full control effect; nearly all actives have a fitted effect of over 55% in size
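Purified hPK-M2 (>95%) run at intermediate activity with 0.1 mM ADP and 0.5 mM PEP in 50 mM imidazole pH 7.2, KCl, MgCl2; 1 h room temperature. ATP formed read by Kinase-Glo luminescence; normalized to uninhibited and no-enzyme controls.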
Coupling enz: counter-screen for Giardia aldolase inhibitors: coupling enzyme system | actives 0.67% (n = 290,000) | AID 2472 | coupling enzyme system counterscreen, AmpLite Red fluorescence | activity change, negative = inhibition, % at 58.2 µM, hits read low; in the data active means activity change below about -30%; further: on the % scale 0 is the no-effect control and ±100 the full control effect
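Fluorescence at 525 nm excitation and 598 nm emission measured inhibition of the coupled detection system without aldolase. Compounds (at 57.5 uM final) were preincubated 10 min at room temperature with coupling enzyme reagent before a 20 min substrate/AmpLite Red step.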
B2AR arrestin: beta2AR (human) beta-arrestin recruitment activity | beta-arrestin recruitment to beta2AR, cell-based reporter | Potency, µM (series often up to 46.1 µM), without a hit: at the highest dose activation, most hits filed as activators | actives 0.02% (n = 330,000) | AID 492947;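 further: potency means the concentration at half of the fitted maximal effect; 0% = DMSO controls and full agonism = EC100 isoproterenol or metaproterenol; nearly all actives have a fitted effect of over 65% in size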
Tb PFK inh: inhibitors of T. brucei phosphofructokinase | O15648 | T. brucei PFK, ADP-Glo luminescence | Potency, µM (top dose mostly 57.5 µM), for the others: at the top dose activity, negative = inhibition, usual class: inhibitors | actives 0.17% (n = 330,000) | AID 485367;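 further: potency means the concentration at half of the fitted maximal effect; 0% = uninhibited 1x PFK enzyme wells and -100% = no-enzyme wells; nearly all actives have a fitted effect of over 60% in size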
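Activity is normalized to no-enzyme wells (full inhibition) and 1.25 nM enzyme wells (no inhibition). Reaction: 0.5 mM F6P, 0.1 mM ATP, 45 min RT, ADP-Glo luminescence; concentration-response curves fitted and classed by quality.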
GALK inh: inhibitors of human galactokinase | Potency, µM (top dose mostly 57.5 µM), for the others: at the highest dose activity change, negative = inhibition, actives largely listed as inhibitors | actives 0.007% (n = 270,000) | Purified GALK, Kinase-Glo residual ATP luminescence | AID 1868; further: potency means the concentration at half of the fitted maximal effect; on the % scale 0 is the no-effect control and ±100 the full control effect
Target sequence (P51570 whole entry, looked up): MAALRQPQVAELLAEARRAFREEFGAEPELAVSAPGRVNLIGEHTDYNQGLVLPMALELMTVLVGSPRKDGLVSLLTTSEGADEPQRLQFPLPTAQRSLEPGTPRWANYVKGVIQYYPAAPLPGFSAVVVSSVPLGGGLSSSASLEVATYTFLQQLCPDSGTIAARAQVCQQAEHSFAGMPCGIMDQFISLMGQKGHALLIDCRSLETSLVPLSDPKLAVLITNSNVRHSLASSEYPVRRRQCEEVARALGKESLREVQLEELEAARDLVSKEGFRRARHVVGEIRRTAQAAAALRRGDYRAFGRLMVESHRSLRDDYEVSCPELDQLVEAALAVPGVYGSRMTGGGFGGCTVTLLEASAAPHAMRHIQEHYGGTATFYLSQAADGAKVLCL
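ATP-depletion format; final 35 uM ATP, 100 uM D-galactose, 5 nM enzyme; pH 8.0 HEPES/Mg2+ buffer; 60 min RT; luminescence read 10 min after detection reagent.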
Starred values were filed as active, the others as inactive; ? = inconclusive; . = no result given; [ ] = another dose, or the depositor's remark. Unless noted, the call rests on the fitted dose curve; in most records, active means well fitted curve in the direction sought with a large enough effect; inconclusive means small, poorly fitted or top-dose-only effect, or another doubt; inactive means no such curve, though single readings can be large; an effect the other way counts as inactive or inconclusive.

Values run as follows: BCR signal inh	S-ASM inh	TSG101-PTAP inh	a7 integrin act	Giardia killer	Menin-MLL TR inh	PKM2 act	Coupling enz	B2AR arrestin	Tb PFK inh	GALK inh
1	Cc1nn2c(Nc3ccc(F)cc3)c3c(nc2c1-c1ccccc1)CCC3
→ 0%	22%	-2%	5%	11	-3%	-3%	0	0.0%	-3%	3%
2	COc1ccc(NC(=O)C(CC(C)C)NS(=O)(=O)c2ccc3c(c2)CCN3C(C)=O)cc1OC (stereo not drawn)
→ -8%	0%	-4%	7%	-12	5%	-6%	-2	0.3%	0%	0%
3	Cc1ccc(C)c(N2CCN(C(=O)CCc3nc(-c4ccccc4C)no3)CC2)c1
→ -10%	-10%	-2%	-11%	10	.	.	.	0.2%	1%	.
4	Cc1nn(Cc2ccccc2)c(Cl)c1C(=O)NCCc1ccccc1
→ ?	-1%	0%	17%	24	-5%	14%	3	0.2%	-5%	0%
5	COc1ccc(NC(=O)CCCCC(=O)Nc2ccc(OC)cc2)cc1
→ 1%	-1%	-4%	-13%	-2	7%	0%	3	-0.3%	1%	-6%
6	CN(Cc1ccccc1)c1oc(COc2ccccc2F)nc1C#N
→ 1%	0%	-3%	-6%	-2	1%	-11%	-4	-0.1%	4%	2%
7	CCOC(=O)N1CCC(NC(=O)Cn2nc(-c3ccccc3)ccc2=O)CC1
→ -1%	1%	-2%	-13%	-14	4%	-4%	0	0.0%	-3%	0%
8	O=C(NC1CCCCC1)c1n[nH]c2c1CC(c1ccccc1)CC2 (stereo not drawn)
→ ?	-1%	-2%	21%	-29	.	.	.	-0.3%	4%	.
9	O=C(CCCSc1nc(-c2ccco2)cc(C(F)(F)F)n1)Nc1ccc2c(c1)OCO2
→ .	-24%	-4%	-19%	7	?	6%	-17	.	.	1%
10	Nc1nonc1C(=O)NCCNC(=O)c1cccs1
→ 1%	3%	-3%	-18%	1	-1%	-2%	1	-0.8%	0%	7%
11	COc1cc(C(C)=O)ccc1OCC(O)CN1CCN(c2cc(C)cc(C)c2)CC1 (stereo not drawn)
→ -2%	-4%	-2%	12%	-25	-20%	-1%	-1	0.1%	-4%	3%
12	COc1ccc(C(=O)Cn2c(N3CCOCC3)nc3ccccc32)cc1OC
→ 2%	.	.	.	.	-2%	-12%	2	-0.9%	1%	4%
13	COc1ccc(C(=O)/C=C/C(=O)N(Cc2ccccc2OC)C(C(=O)NC2CCCCC2)c2ccncc2)c(O)c1 (stereo not drawn)
→ 0%	0%	-1%	4%	-15	-11%	0%	1	-0.3%	11%	-3%
14	O=C(CSc1ccc2nnc(-c3cccnc3)n2n1)Nc1ccc(F)cc1F
→ 0%	2%	-3%	20%	38[activator]	.	-2%	.	-1.0%	-2%	7%
15	Cc1ccccc1Nc1nc(N)nc(CSc2nnc(C)n2C)n1
→ 8%	-1%	-1%	-12%	5	1%	-6%	2	-0.2%	-4%	13%
16	Cc1cccc(C)c1OCC(=O)NCc1nnc(SCC(=O)NC2CCCCC2C)n1C (stereo not drawn)
→ ?	0%	-3%	14%	10	-5%	3%	2	0.1%	-1%	-2%
17	Cc1ccc(N2CCN(S(=O)(=O)c3nnc(NC(=O)c4ccccc4)s3)CC2)cc1
→ 14%	2%	0%	-12%	-13	?	-1%	1	0.2%	-2%	.
18	Cc1ccc(C(=O)c2coc3ccc(O)c(CN(C)C)c23)cc1
→ ?	2%	-8%	-49%[inhibitor]	-10	-16%	3%	1	-0.4%	-2%	2%
19	COc1ccccc1C(=O)C1CCCN(C(=O)c2ccccc2Cl)C1 (stereo not drawn)
→ -3%	2%	-6%	-31%	-3	.	.	.	0.2%	-3%	0%
20	O=C(Nc1cccc(Cl)c1)C1CCCN(S(=O)(=O)c2ccc(F)cc2)C1 (stereo not drawn)
→ ?	-8%	-4%	0%[7.66 µM]	6	14%	-16%	-10	-0.2%	-9%	-1%
21	Cc1c(NC(=O)CCC2CCCCC2)c(=O)n(-c2ccccc2)n1C
→ 2%	-1%	-4%	0%	-8	0%	-16%	5	-0.3%	-1%	-2%
22	CC(Nc1n[nH]c(=O)[nH]c1=O)C(=O)N/N=C/c1cccs1 (stereo not drawn)
→ -1%	3%	0%	-4%	-5	-1%	10%	3	0.1%	3%	4%
23	O=C(O)c1cccc2c(-c3ccccc3)c(-c3ccccc3)[nH]c12
→ 8%	-9%	-14%	-8%	-8	.	-2%	20	-1.3%	-8%	.
24	Cc1cc(Cl)c2oc(C(=O)N3CCC(O)(c4ccccc4)CC3)c(C)c2c1
→ -16%	-18%	1%	13%	-6	2%	7%[11.5 µM]	0	0.1%	-1%	6%
25	CC(=O)NCc1ccc(S(=O)(=O)NC(C(=O)O)C(C)C)cc1 (stereo not drawn)
→ 5%	5%	0%	-3%	0	0%	1%	1	0.0%	0%	13%
26	COc1ccc(C2C(C(C)=O)=C(O)C(=O)N2Cc2ccccc2)c(OC)c1 (stereo not drawn)
→ ?	5%	-2%	-9%	-10	-6%	.	11	0.0%	1%	1%
27	CCc1ccc(C(C)NC(=O)/C=C/c2ccc(Br)cc2)cc1 (stereo not drawn)
→ -8%	-4%	.	11%	-14	0%	-10%	-2	0.1%	2%	-1%
28	O=C(Cc1cccc(NC(=O)C2CCN(C(=O)CCc3ccccc3)CC2)c1)Nc1cccc(C(=O)N2CCCC2)c1
→ 1%	-1%	2%	-30%	-26	.	.	.	0.1%	-2%	.
29	CCn1c(CN(C)c2ccccc2)nc2ccccc21
→ 0%	0%	-1%	6%	3	-17%	14%	0	-0.3%	0%	3%
30	COc1ccc(C(=O)Nc2ccc(C)cn2)c(OC)c1
→ ?	2%	0%	36%	?	-4%	-27%	-7	-0.4%	-1%	2%

Continued; the last six above are carried over.
Values run as follows: BCR signal inh	S-ASM inh	TSG101-PTAP inh	a7 integrin act	Giardia killer	Menin-MLL TR inh	PKM2 act	Coupling enz	B2AR arrestin	Tb PFK inh	GALK inh
25	CC(=O)NCc1ccc(S(=O)(=O)NC(C(=O)O)C(C)C)cc1 (stereo not drawn)
→ 5%	5%	0%	-3%	0	0%	1%	1	0.0%	0%	13%
26	COc1ccc(C2C(C(C)=O)=C(O)C(=O)N2Cc2ccccc2)c(OC)c1 (stereo not drawn)
→ ?	5%	-2%	-9%	-10	-6%	.	11	0.0%	1%	1%
27	CCc1ccc(C(C)NC(=O)/C=C/c2ccc(Br)cc2)cc1 (stereo not drawn)
→ -8%	-4%	.	11%	-14	0%	-10%	-2	0.1%	2%	-1%
28	O=C(Cc1cccc(NC(=O)C2CCN(C(=O)CCc3ccccc3)CC2)c1)Nc1cccc(C(=O)N2CCCC2)c1
→ 1%	-1%	2%	-30%	-26	.	.	.	0.1%	-2%	.
29	CCn1c(CN(C)c2ccccc2)nc2ccccc21
→ 0%	0%	-1%	6%	3	-17%	14%	0	-0.3%	0%	3%
30	COc1ccc(C(=O)Nc2ccc(C)cn2)c(OC)c1
→ ?	2%	0%	36%	?	-4%	-27%	-7	-0.4%	-1%	2%
31	c1ccc2c(c1)CCN2CCN1CCc2ccccc21
→ -2%	3%	-10%	-28%	1	?	9%	-6	0.4%	6%	0%
32	COc1cccc(CN2CCC(Oc3ccc(C(=O)N4CCCCC4)cc3)CC2)c1
→ 0%	1%	-2%	-27%	-2	.	35%	.	-1.1%	-3%	-2%
33	CCOc1ccc(S(=O)(=O)Nc2ccc(OC)nc2)cc1
→ -1%	0%	-6%	1%	15	10%	7%	-2	0.0%	0%	-1%
34	c1ccc2c(c1)Nc1ccncc1S2
→ ?	45%[activator]	-2%	-19%	-2	.	-14%	-3	-0.3%	0%	4%
35	Cc1ccc(N2CCN(/N=C/c3ccccc3[N+](=O)[O-])CC2)cc1
→ -6%	-9%	-1%	1%	-7	9%	10%	3	-0.2%	-2%	0%
36	Cc1cc(NC(=O)c2ccc(Br)o2)ccc1NC(=O)c1ccco1
→ -2%	0%	-4%	-1%	-1	10%	-49%	-6	0.5%	-10%	11%
37	Cc1nc(SC2CCOC2=O)c2c(C)c(C)sc2n1 (stereo not drawn)
→ ?	-1%	-6%	-2%	1	-17%	24%	3	0.2%	-2%	-3%
38	CC(=O)N1CCc2c(sc(NC(=O)C3CC3)c2-c2nc3ccccc3s2)C1
→ 2%	243%[activator]	-3%	20%	7	-13%	0%	-12	0.2%	2%	1%

The list is partial; the hit share may differ from the screen's.
